# Screening results (PubChem)
# HePTP inh: human HePTP phosphatase inhibition | P35236 | recombinant HePTP phosphatase activity, OD absorbance | inhibition, % at 20 µM | 110,000 tested, 0.64% active; in the data active = inhibition above about 50%;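 also: plate controls were vehicle for no effect and reference inhibitor for full effect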
# Target sequence (P35236 whole entry, looked up): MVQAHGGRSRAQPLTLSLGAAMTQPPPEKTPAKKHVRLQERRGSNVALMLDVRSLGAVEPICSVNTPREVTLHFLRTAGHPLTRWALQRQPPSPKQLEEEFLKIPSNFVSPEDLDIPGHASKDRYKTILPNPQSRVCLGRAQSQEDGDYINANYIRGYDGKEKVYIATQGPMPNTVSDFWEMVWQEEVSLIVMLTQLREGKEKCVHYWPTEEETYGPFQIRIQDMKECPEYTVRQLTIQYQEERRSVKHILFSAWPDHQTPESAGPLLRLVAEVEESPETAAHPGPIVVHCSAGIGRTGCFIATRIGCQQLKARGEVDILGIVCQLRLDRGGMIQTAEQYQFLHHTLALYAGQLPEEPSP
# BAP1 block: inhibitors of human BAP1 deubiquitinase | recombinant BAP1, Ub-AMC hydrolysis fluorescence kinetic; hits give low values | 72,000 tested, 0.48% active | Q92560 | activity remaining (% of control), % at 20 µM;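 active = activity remaining at or below 50% of control, provided the compound also passes the data quality filters; inactive = the rest, including low values that fail the filters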;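 also: 100% = DMSO wells rate and 0% = substrate alone blank rate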
# Target sequence (Q92560 whole entry, looked up): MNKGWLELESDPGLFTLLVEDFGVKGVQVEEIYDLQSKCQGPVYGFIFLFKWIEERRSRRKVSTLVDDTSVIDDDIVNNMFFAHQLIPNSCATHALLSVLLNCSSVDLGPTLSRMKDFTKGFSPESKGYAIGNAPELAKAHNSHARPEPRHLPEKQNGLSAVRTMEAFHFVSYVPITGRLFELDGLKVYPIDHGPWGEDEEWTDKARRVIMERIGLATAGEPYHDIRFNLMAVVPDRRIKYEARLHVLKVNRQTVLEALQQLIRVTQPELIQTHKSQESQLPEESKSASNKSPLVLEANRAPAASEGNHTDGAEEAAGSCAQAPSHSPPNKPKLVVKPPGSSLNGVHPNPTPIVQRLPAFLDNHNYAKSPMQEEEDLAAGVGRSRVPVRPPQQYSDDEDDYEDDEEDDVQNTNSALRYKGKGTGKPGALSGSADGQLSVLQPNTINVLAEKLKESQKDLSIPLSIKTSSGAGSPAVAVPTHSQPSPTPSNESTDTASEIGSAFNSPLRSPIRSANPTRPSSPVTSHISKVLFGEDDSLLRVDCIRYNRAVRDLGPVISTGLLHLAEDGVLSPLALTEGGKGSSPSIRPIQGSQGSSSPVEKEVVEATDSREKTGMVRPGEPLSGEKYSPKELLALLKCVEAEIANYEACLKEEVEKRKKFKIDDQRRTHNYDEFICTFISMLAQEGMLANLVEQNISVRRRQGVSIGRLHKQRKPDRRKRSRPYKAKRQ
# Active calls of the source: *; i = inactive; x = no result given; & = joins results of further samples.
cpd	compound	BAP1 block	HePTP inh
1	CC(=O)Nc1ccc2c(c1)C(=O)N(C1CCCCC1)C2=O	296	6
2	c1ccn2c(SCc3cn4ccsc4n3)nnc2c1	101	-12
3	Cn1c(SCC(=O)NCc2ccc(F)cc2)nc2ccccc21	97	6
4	CC(C)CC(=O)Nc1ccccc1N1CCN(C(=O)c2ccccc2)CC1	51	6
5	C=CCn1c(=O)c2ccccc2n2c(SCC(=O)N3CCCc4ccccc43)nnc12	93	4
6	COc1cc(Br)c(/C=C2/SC(=S)NC2=O)cc1OC	x	0
7	COc1ccc(OC(C)C(=O)Nc2ccc(N(C)C)cc2)cc1 (centres undefined)	x	-5
8	O=S(=O)(NCc1ccccn1)c1ccc(F)cc1	94	5
9	O=C1/C(=C/c2cc([N+](=O)[O-])ccc2Cl)SC(=S)N1c1ccccc1	x	2
10	Cc1ccc(-c2csc(Nc3cccc4ccccc34)n2)cc1C	x	11
11	CC(C)C(NS(=O)(=O)c1cccc2nsnc12)C(=O)N1CCc2ccccc2C1 (centres undefined)	72	6
12	COc1ccccc1Cn1nnc2c(=O)[nH]c(C3CCN(C(=O)c4ccc(C)cc4)CC3)nc21	84	10
13	COc1ccc(CCNC(=O)C2(C)CCC(=O)N2Cc2ccc3c(c2)OCO3)cc1OC (centres undefined)	88	8
14	c1ccc(OCCOc2ncnc3sccc23)cc1	90	-3
15	CCCn1c(=O)c(C(=O)NCc2ccncc2)c(O)c2ccccc21	122	1
16	COc1cc(/C=c2\sc3nc4ccccc4n3c2=O)ccc1OS(=O)(=O)c1ccccc1[N+](=O)[O-]	x	-26
17	CC(C)(C)c1ccccc1OCC(O)CN1CCN(c2ccccc2)CC1 (centres undefined)	x	0
18	CCOc1ccc2ccc(OCC)c(/C=c3\sc4nc5ccccc5n4c3=O)c2c1	x	-20
19	COc1ccc(Br)cc1C(=O)Nc1cc2c(ccc3ccccc32)oc1=O	63	x
20	COc1ccccc1OCc1ccc(C(=O)NC(C)(C)C)o1	98	-4
21	Cc1[nH]nc2nc(SCC(=O)NCC3CCCO3)n(-c3ccc(Br)cc3)c(=N)c12 (centres undefined)	106	x
22	COc1ccc2cc3cc(C(=O)NCCN4CCc5ccccc5C4)oc3nc2c1	i	-4
23	CC1=NN(c2ccccc2)C(=O)/C1=C/c1ccc(OC2CSC2)cc1	x	-1
24	CC(=O)C(C(C)=O)C1=CC(=O)C(=O)c2ccccc21	x	-6
25	O=c1c2ccccc2nc(SCc2cn3ccsc3n2)n1-c1ccccc1	91	7
26	CCCCOC(=O)CSc1nc(N)c(C#N)c(-c2ccc(OCC)cc2)c1C#N	107	10
27	Clc1cccc(-n2ncnc2-c2cccc(Br)c2)c1	x	4
28	COCCCN(C(=O)c1ccco1)c1nc(-c2cc(OC)ccc2OC)cs1	242	6
29	O=C(O)CCC(=O)Nc1nc(-c2ccccc2)cs1	169	-2
30	Fc1cc(F)nc(NCc2ccccc2)n1	112	x
31	S=c1[nH]nc(-c2ccccc2)n1C1C=CCCC1 (centres undefined)	90	-3
32	COC(=O)c1cc(=O)n(Cc2cccs2)c(=NCc2cccs2)s1	76	0
33	COc1ccc(CCNC(=O)COc2ccc(Br)cc2)cc1OC	x	-20
34	CN1CCN(C(=O)CN(c2cccc(Cl)c2)S(=O)(=O)c2ccccc2)CC1	96	5
35	CC(C)CNC(=O)NC1C(NC(=O)NCC(C)C)N(C)C(=O)N1C (centres undefined)	100	2&3
36	CCCCOCC(O)Cn1c2ccccc2c2ccccc21 (centres undefined)	101	x
37	CCC(=O)N1CCN(c2cc3c(cc2F)c(=O)c(C(=O)O)cn3CC)CC1	98	4
38	CC12CC3(C)CC(C)(C1)CC(N)(C2)C3	92	x
39	COc1ccc(-c2ccc(-c3noc(C)n3)c(OC)n2)cc1	x	4
40	CCOC(=O)C(NC(=O)Nc1cccc(C)n1)(OCC(F)(F)F)C(F)(F)F (centres undefined)	88	4
41	Brc1ccc2ncnc(Nc3ccccc3)c2c1	x	-14
42	CCC(=O)N1CCN(c2ccccc2NC(=O)COc2cc(C)ccc2C(C)C)CC1	58	-9
43	CC(C)CCOc1ccc(C(=O)NCCC(=O)N2CCOCC2)cc1	65	1
44	Clc1cc(Cl)c(OCc2nc(-c3ccccn3)no2)cc1Cl	114	-4
45	O=[N+]([O-])c1ccc(/C=N/Nc2nnc(-c3ccccc3)c(-c3ccccc3)n2)cc1	x	-18
46	O=C(O)c1c2c(nc3ccc(S(=O)(=O)N4CCC(C(=O)N5CCCCC5)CC4)cc13)CCCC2	101	2
47	COc1ccc(C(=O)CSc2nnc(COc3ccc(Cl)cc3Cl)o2)cc1	x	8
48	Cc1nnc(N/N=C\c2c(Cl)cccc2Cl)[nH]c1=O	x	-2
49	CNC(=O)CN(c1cccc(Br)c1)S(C)(=O)=O	165	5
50	CCOc1ccc(S(=O)(=O)NCc2ccco2)c2ccccc12	92&114	2&11
51	CC1(C)CC(=O)c2c(oc3c(Br)cc(NS(=O)(=O)c4ccccc4)cc23)C1	x	5
52	O=C(NCc1ccco1)C(Cc1ccccc1)N1C(=O)C2C3C=CC(C3)C2C1=O (centres undefined)	89	-7
53	CC(NC(=O)Nc1nccs1)(C(F)(F)F)C(F)(F)F	113	12
54	COc1ccc(OC)c(NC(=O)Cc2ccc([N+](=O)[O-])cc2)c1	x	-11
55	O=C(CCc1ccccc1)Nc1c(F)c(F)c(F)c(F)c1F	92	-6&-15
56	Brc1ccc2ncnc(Nc3ccc4c(c3)OCCO4)c2c1	x	11
57	O=C(CSCC(=O)Nc1nccs1)Nc1ccccc1	98	-2
58	C=CCOc1ccc(C2/C(=C(\O)c3ccc(F)cc3)C(=O)C(=O)N2CCCN(C)C)cc1 (centres undefined)	143	4
59	COc1ccc(-n2c(=S)[nH]c3nc4c(cc3c2=O)COC(C)(C)C4)cc1	x	-11
60	Clc1cccc(OCCCn2ccnc2)c1	x	5

# Next structures
cpd	compound	BAP1 block	HePTP inh
61	Cc1ccc(/C=C/C(=O)NC2CCS(=O)(=O)C2)cc1 (centres undefined)	x	5
62	Cc1ccc(N(CC(=O)Nc2c(C)cccc2C)S(=O)(=O)c2ccc(F)cc2)cc1	x	-10
63	CCCCOC(=O)c1ccc(NC(=O)c2c(Cl)cccc2Cl)cc1	x	-8
64	COc1ccc(N2C(=O)CC(Sc3ncn[nH]3)C2=O)c(OC)c1 (centres undefined)	95	-12
65	CCc1nccn1S(=O)(=O)c1ccc2ccc(C)cc2c1	112	-11
66	COc1ccc(C2CC(c3cccs3)=NN2c2ccc(C=O)cc2)cc1 (centres undefined)	x	7
67	NC(=O)c1c(NC(=O)c2ccc(S(=O)(=O)N3CCCC3)cc2)sc2c1CCCC2	148	x
68	Cc1ccc(-c2ccc(C=O)o2)c(Br)c1	x	3
69	O=C(CCN1CCN(Cc2ccccc2)CC1)Nc1cccc(Cl)c1	157	5
70	O=C(/C=C/c1ccc([N+](=O)[O-])cc1)N1CCN(CCN2C(=O)c3cccc4cccc(c34)C2=O)CC1	x	7
71	CN1C(=O)C2(Nc3ccccc3-c3nc4ccccc4n32)c2ccccc21 (centres undefined)	90	8
72	Cc1sc2c(c1C)c(=O)n(-c1ccccc1)c1nnc(C)n21	94	-9
73	COc1ccc(OC)c(-c2cc(C(=O)Nc3cc(C)on3)no2)c1	115	3
74	Cc1ccc(C(=O)N2CCN(c3ccc([N+](=O)[O-])cc3Cl)CC2C)o1 (centres undefined)	x	-10
75	Cc1cc2ccccc2c(=O)n1CC(=O)NC1CCCCCC1	77	2
76	CC1=CC(C)(C)N(S(=O)(=O)c2ccc(C)cc2)c2ccc(C)cc21	x	-12
77	COc1cc(C2CC(=O)Nc3c2cc(Br)c2ccccc32)cc(OC)c1OC (centres undefined)	x	9
78	CCOc1cc(C2C(C(=O)OCc3ccccc3)=C(C)NC3=C2C(=O)CC(c2ccccc2)C3)ccc1O (centres undefined)	58	x
79	COC(=O)c1noc(-c2ccc(OC)cc2)n1	112	10
80	Cc1ccnc(NS(=O)(=O)c2ccc(NC(=O)C3CCCNC3=O)cc2)n1 (centres undefined)	91	11
81	O=C(COC(=O)CNC(=O)c1ccco1)NCCN1C(=O)CSC1=O	114	-8
82	COC(=O)c1sc2ccccc2c1NC(=O)c1cccs1	104	-1
83	O=C(N1CCN(Cc2ccccc2)CC1)C12CC3CC(CC(C3)C1)C2	110	12
84	C=CCn1c(/N=C/c2ccc(N(C)C)cc2)nc2ccccc21	109	-10
85	CC(=O)Nc1ccccc1NC(=O)COc1ccc(Cl)cc1Br	x	4
86	O=C(Nc1ccccc1Cl)c1ccc2nccnc2c1	x	8
87	CCOC(=O)c1ccccc1NC(=O)c1cc(-c2ccccc2C)nc2ccccc12	x	-20
88	CC(C)(CC(=O)N1CCN(c2ccc(Cl)cc2)CC1)CC1=NS(=O)(=O)c2ccccc2N1	53	8
89	CCN(CC)c1ccc(Nc2cc(C)nc3ncnn23)cc1	x	6
90	COCCNC(=O)C(=O)Nc1ccc(C(C)C)cc1	x	-5
91	CCCN1C(=O)SC(CC(=O)Nc2ccccc2)C1=O (centres undefined)	96	-8
92	O=C(NCc1ccc(Cl)cc1)c1cc(-c2ccco2)on1	98	4
93	CCOC(=O)c1c(NC(=O)/C=C/c2ccc(C)o2)sc(C)c1C	x	6
94	Cc1ccc2[nH]c(O)c(N=NC(=O)COc3ccccc3)c2c1Br	x	13
95	O=C(C1CCCO1)N(Cc1ccccc1)c1ccccc1 (centres undefined)	77	-1
96	O=C(c1oc2ccccc2c1N1CCCCC1)N1CCCCC1	111	1
97	CCC(=O)c1ccc(N2CCN(C(=O)c3ccccc3)CC2)c(F)c1	x	6
98	CC(=O)NS(=O)(=O)c1ccc(NC(=O)CCCOc2ccc(Cl)cc2Cl)cc1	x	-1
99	COC(=O)C1=C(C)NC(=O)CC1c1ccc(C(F)(F)F)cc1 (centres undefined)	x	6
100	CCOc1ccc(-c2csc(/C(C#N)=C/c3ccco3)n2)cc1	x	11
101	O=C(c1ccc(F)cc1)N1CCc2ccccc2C1	73	x
102	O=C(c1ccccc1)N1CCN(Cc2ccccc2)CC1	x	6
103	Cc1ccc(-n2nc(C)c3c2OC(N)=C(C#N)C3c2ccoc2)cc1 (centres undefined)	83	5
104	CCOCCCNC(=O)C1CCN(S(=O)(=O)N(CC(C)C)CC(C)C)CC1	92	3
105	CCn1c2ccccc2c2cc(/C=N/N3CCN(c4ccccc4OC)CC3)ccc21	x	-10
106	CC(C)CNc1cc(Cl)c(S(=O)(=O)NCC(C)C)cc1C(=O)O	103	-7
107	Cc1cc(Cl)c(S(=O)(=O)NCc2ccncc2)cc1OCC(N)=O	92	2
108	CCc1ccc(N2CC(C(=O)Nc3ccc(I)cc3)CC2=O)cc1 (centres undefined)	x	5
109	Cc1ccc(S(=O)(=O)N(C)CCCC(=O)N2CCN(C=O)CC2)cc1	114	1
110	CSc1ccc(-c2nnn(CC(=O)NCc3ccccc3)n2)cc1	x	6
111	Cc1cc(C)n(Cc2nc3ccccc3n2C)n1	88	8
112	COc1cccc(C(=O)Nc2ccc3oc(-c4cccc(OC)c4)nc3c2)c1	x	10
113	Cc1cc(/C=C2\NC(=O)NC2=O)c(C)n1-c1cccc([N+](=O)[O-])c1	x	1
114	CCOC(=O)CN(C(=O)CSc1nnc(-c2cccc(OC)c2)o1)c1ccc(F)cc1	114	3
115	Cc1ccc2nc(Sc3ccccc3)c(C#N)c(=O)n2c1	x	6
116	CC(=O)NS(=O)(=O)c1ccc(NC(=O)Nc2cccc(Cl)c2)cc1	x	-18
117	COc1ccc(CNC(=O)C2CCN(c3nccs3)CC2)cc1	100	-7
118	O=C(NNC(=O)c1ccc(Cl)cc1Cl)c1ccco1	x	2
119	CCN(Cc1ccccc1)S(=O)(=O)c1ccc(S(=O)(=O)N2CCN(C)CC2)cc1	99	7
120	CCOC(=O)C1=C(C)N(C)C(=S)NC1c1ccc(OC(=O)c2ccccc2)cc1 (centres undefined)	115	x

# Sorted by the number under BAP1 block (descending): 6 of the compounds above.
no. | Molecule | BAP1 block | HePTP inh
120 | CCOC(=O)C1=C(C)N(C)C(=S)NC1c1ccc(OC(=O)c2ccccc2)cc1 (centres undefined) | 115 | x
109 | Cc1ccc(S(=O)(=O)N(C)CCCC(=O)N2CCN(C=O)CC2)cc1 | 114 | 1
119 | CCN(Cc1ccccc1)S(=O)(=O)c1ccc(S(=O)(=O)N2CCN(C)CC2)cc1 | 99 | 7
92 | O=C(NCc1ccc(Cl)cc1)c1cc(-c2ccco2)on1 | 98 | 4
111 | Cc1cc(C)n(Cc2nc3ccccc3n2C)n1 | 88 | 8
95 | O=C(C1CCCO1)N(Cc1ccccc1)c1ccccc1 (centres undefined) | 77 | -1

# More results follow:
cpd	compound	BAP1 block	HePTP inh
121	NNC(=O)COc1ccc(Oc2ccccc2)cc1	x	11
122	CN(C(=O)c1cnc2n(c1=O)CCS2)C1CCCCC1	87	7
123	O=C(CCS(=O)(=O)c1ccc(Cl)cc1)N1CCN(c2ccccc2F)CC1	94	5
124	CCOC(=O)c1oc2ccccc2c1CN1CCOCC1	94	4
125	Cc1ccc(NC(=O)/C(=C\c2cccnc2)NC(=O)c2ccc(C)cc2)cc1	x	-17
126	CC(CCc1ccccc1)NC(=O)c1ccc(Br)o1 (centres undefined)	150	7
127	O=C(O)CSc1nnc(-c2cccnc2)n1Cc1ccccc1	104	4
128	CSCCC(NC(=O)c1ccc(=O)n(C)n1)c1nc2ccccc2[nH]1 (centres undefined)	139	7
129	O=C(c1cccs1)N(CCN(C(=O)c1cccs1)c1ccccc1)c1ccccc1	x	-7
130	COc1ccc(S(=O)(=O)N2CCC(C(=O)N3CCCC3)CC2)cc1Cl	83	4

# Whole records from above. Order of values: BAP1 block, HePTP inh
# Results for `CN(C(=O)c1cnc2n(c1=O)CCS2)C1CCCCC1` : 87, 7
# Results for `CSCCC(NC(=O)c1ccc(=O)n(C)n1)c1nc2ccccc2[nH]1` (centres undefined) : 139, 7
# Results for `CCOC(=O)c1oc2ccccc2c1CN1CCOCC1` : 94, 4
# Results for `O=C(CCS(=O)(=O)c1ccc(Cl)cc1)N1CCN(c2ccccc2F)CC1` : 94, 5
# Results for `Cc1ccc(NC(=O)/C(=C\c2cccnc2)NC(=O)c2ccc(C)cc2)cc1` : x, -17
